STK33 inh = blocks human STK33 kinase activity; 320,000 tested, 0.073% active; Q9BYT3; inhibition, % at 10 µM; AID 2661; purified STK33, MBP phosphorylation, ADP-Glo luminescence;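 active means inhibition at or above 25%, using the most active replicate where run in duplicate; inactive means inhibition below 25%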
Target sequence (Q9BYT3 whole entry, looked up): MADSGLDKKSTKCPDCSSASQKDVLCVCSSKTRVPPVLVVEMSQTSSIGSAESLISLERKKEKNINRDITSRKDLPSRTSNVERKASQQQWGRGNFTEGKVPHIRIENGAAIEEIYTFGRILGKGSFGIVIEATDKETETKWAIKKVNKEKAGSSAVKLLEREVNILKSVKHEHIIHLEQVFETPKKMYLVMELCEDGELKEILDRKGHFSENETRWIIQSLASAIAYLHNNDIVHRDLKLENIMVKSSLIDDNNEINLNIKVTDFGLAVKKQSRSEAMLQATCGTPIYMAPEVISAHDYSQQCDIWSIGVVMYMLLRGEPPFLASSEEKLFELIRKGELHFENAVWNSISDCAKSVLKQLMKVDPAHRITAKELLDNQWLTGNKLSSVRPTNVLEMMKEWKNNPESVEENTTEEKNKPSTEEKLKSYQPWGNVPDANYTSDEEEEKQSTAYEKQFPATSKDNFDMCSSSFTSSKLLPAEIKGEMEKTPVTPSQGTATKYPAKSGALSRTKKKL
Kir21 inh = blocks the mouse Kir2.1 inward-rectifier potassium channel | AID 1672 | B-score at 10 µM | 310,000 tested, 0.85% active | HEK293-Kir2.1, FluxOR thallium flux fluorescence; stronger effect = lower value;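 active means fluorescence ratio B-score at or below minus 3 SD of library scores, with starting-brightness B-score within 2 SD, cut at about -4.2 in these data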;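 further: channel flux triggered by added potassium and thallium sulfate stimulus; B-score of peak minus minimum fluorescence over baseline after thallium stimulus; more negative B-score means stronger Kir2.1 block with less thallium influx; some compounds called inactive have numbers as strong as hits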
Target sequence (P35561 whole entry, looked up): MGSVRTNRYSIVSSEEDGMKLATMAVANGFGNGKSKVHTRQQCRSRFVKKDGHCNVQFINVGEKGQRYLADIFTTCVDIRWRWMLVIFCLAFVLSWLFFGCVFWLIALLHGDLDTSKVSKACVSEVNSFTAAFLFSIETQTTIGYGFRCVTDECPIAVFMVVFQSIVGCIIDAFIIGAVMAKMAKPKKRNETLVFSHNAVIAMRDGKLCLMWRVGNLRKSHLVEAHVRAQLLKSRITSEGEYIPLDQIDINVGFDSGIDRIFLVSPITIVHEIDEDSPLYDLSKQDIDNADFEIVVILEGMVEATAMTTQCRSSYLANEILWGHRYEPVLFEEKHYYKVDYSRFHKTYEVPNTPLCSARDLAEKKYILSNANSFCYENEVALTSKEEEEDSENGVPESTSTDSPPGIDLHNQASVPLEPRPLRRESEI
Active calls of the source: *; . = no result given; & = joins results of further samples.

SMILES | STK33 inh | Kir21 inh
CC(=O)Nc1nc(C)nc(C)c1C(C)=O | -2.2 | -0.53
O=C(c1cc2nc(-c3ccccc3)cc(C(F)(F)F)n2n1)N1CCOCC1 | 0.2 | -0.48
CCc1ccc(/C=N/NC(=O)c2ccc(OC3CCCC3)cc2)s1 | -1.1 | 0.18
CN(C)S(=O)(=O)c1ccc(NC(=O)c2c(F)cccc2Cl)cc1 | -1.0 | -1.9
CC(C)C1CC(O)(C2(O)CCCCC2)ON1 (stereo not given) | -0.4 | -1.4
Cc1cccc(C(=O)NCC(=O)OCC(=O)N2CCCCC2)c1 | 3.0 | -1.1
CC1Cc2ccccc2N1S(=O)(=O)c1ccc(Cl)nc1 (stereo not given) | -1.0 | -0.98
Cc1cc(N2C(=O)C(O)=C(C(=O)c3ccc(C)o3)C2c2cccs2)no1 (stereo not given) | 0.8 | 0.3
CCOc1ccc(C(=O)Nc2cc(C)on2)cc1 | -0.7 | -0.07
CC(=O)N1c2ccc(C)cc2C(c2ccccc2)CC1C (stereo not given) | -0.5 | -3.7
O=C(NCCOc1cccnc1)c1ccc(OC2CCN(Cc3ccccn3)CC2)cc1 | -1.2 | -0.3
O=C(/C=C/c1cc(Br)ccc1F)OCC(=O)N1CCOCC1 | -0.3 | .
Cc1ccc(S(=O)(=O)NC(=O)Nc2cc(C)on2)cc1 | 0.4 | 0.18
CC(C(=O)N1CCOCC1)N1c2cccc3cccc(c23)S1(=O)=O (stereo not given) | -1.2 | -0.64
O=C(Nc1ccccc1C(=O)N1CCN(c2ccccc2)CC1)c1ccco1 | -0.7 | -0.49
CN1CCN(CC(=O)Nc2nnc(-c3cccs3)s2)CC1 | -0.1 | 0.01
CC(OC(=O)CCc1nc2ccccc2c(=O)[nH]1)C(=O)Nc1ncc(Cl)cc1Cl (stereo not given) | -0.2 | 1.1
O=C(/C=C/c1ccccc1)Nc1cccc(S(=O)(=O)Nc2ccccc2F)c1 | -2.1 | 0.28
Cc1ccc(S(=O)(=O)N2CCN(C(=O)CSc3nc4ccccc4o3)C2)cc1 | -0.9 | 1
CCn1c(SC(C)C(=O)NC2CCCC2)nc2cc(S(N)(=O)=O)ccc21 (stereo not given) | -0.7 | .
COc1ccc(C(=O)NCC(=O)N=Nc2c(O)n(C)c3ccccc23)cc1OC | -0.6 | 0.24
COc1ccc(C(NC(=O)c2c(F)c(F)c(F)c(F)c2F)c2ccccc2)cc1 (stereo not given) | -0.8 | 1.1
CCOc1ccc(NC(=O)C2CCCN(C(=O)Nc3ccccc3)C2)cc1 (stereo not given) | -3.2 | 1.5
CC(C)NC(=O)C(=O)NCCCN1CCOCC1 | 0.9 | -0.24

Quoted from the listing:
Entry of CC(C(=O)N1CCOCC1)N1c2cccc3cccc(c23)S1(=O)=O (stereo not given) in Kir21 inh: -0.64
Entry of COc1ccc(C(=O)NCC(=O)N=Nc2c(O)n(C)c3ccccc23)cc1OC in STK33 inh: -0.6
Entry of O=C(/C=C/c1ccccc1)Nc1cccc(S(=O)(=O)Nc2ccccc2F)c1 in Kir21 inh: 0.28
Entry of CC(OC(=O)CCc1nc2ccccc2c(=O)[nH]1)C(=O)Nc1ncc(Cl)cc1Cl (stereo not given) in Kir21 inh: 1.1

Carrying on.
SMILES | STK33 inh | Kir21 inh
O=C(O)CCCC(=O)OCCc1cc2ccccc2c(=O)o1 | -1.6 | .
CCOC(=O)c1ccc(S(=O)(=O)N2CCN(C(=O)c3cc(=O)c4ccccc4o3)CC2)cc1 | 0.6 | -0.7
COc1cc(/C=C2/C(=N)N3C=CSC3=NC2=O)ccc1OCCCOc1ccccc1C | -0.4 | 0.81
NS(=O)(=O)c1ccc(NC(=O)CSc2n[nH]c(=O)n2C2CC2)cc1 | 0.0 | .
CCOC(=O)c1ccc(N2C(=O)CC(N3CC(C)OC(C)C3)C2=O)cc1 (stereo not given) | -0.8 | -0.13
Cn1c(NC(=O)c2ccco2)c(-c2ccccc2)c(=O)c2ccccc21 | 3.6 | 1.4
CC(C)Cc1ccccc1S(N)(=O)=O | 0.3 | 0.01
O=C(c1ccccc1)N1N=C(c2ccccc2)CC1c1ccccc1O (stereo not given) | -0.3 | -0.8
CCCCC(=O)Nc1nnc(SCC(=O)N2CCN(c3ccccc3OC)CC2)s1 | 0.2 | -0.46
CC(C)C(=O)N(Cc1cc(=O)[nH]c2ccccc12)c1ccccc1 | -0.7 | -0.1
CCOC(=O)Cc1csc(NC(=O)c2ccco2)n1 | -1.5 | 0.47
COc1ccc(N(CC(=O)O)S(=O)(=O)c2ccccc2[N+](=O)[O-])c(OC)c1 | -1.3 | -0.47
Clc1ccc(CNC2CCCC2)cc1 | -0.9 | 1
CCc1ccc(N2CC(C(=O)Nc3ccc(C)c(S(=O)(=O)N4CCOCC4)c3)CC2=O)cc1 (stereo not given) | -0.1 | 0.43
COC(=O)Cn1c(=O)c(=O)n(CC(=O)OC)c2ccccc21 | -1.0 | -0.05
CCn1c(SCC(=O)Nc2nnc(C)s2)nnc1C(C)NC(=O)c1ccccc1F (stereo not given) | -1.0 | -1.3
CC(C)NS(=O)(=O)c1ccc(OCC(=O)NC2CCCCCC2)cc1 | -0.5 | 0.01
CC1(C)CC(=O)c2cc(C(=O)O)c(=O)n(-c3ccccc3)c2C1 | 1.1 | -1
COC(=O)CNC(=O)CN(c1ccc(OC)cc1OC)S(=O)(=O)c1ccccc1 | -1.2 | .
CN1CCc2c(c3c(n2C)CCN(C)[C@@H]3c2cccnc2)[C@H]1c1cccnc1 | 0.2&-1.1 | -0.45&3.7
Cc1cccc(C(=O)NNC(=O)c2ccccc2Br)c1 | -2.2 | 1.8
Cc1sc2ncnc(N3CCN(S(=O)(=O)c4ccc(Br)cc4)CC3)c2c1C | 0.8 | 0.08
Cc1nc2cc(N3CCCCC3)c(NC(=O)c3cccnc3)cc2c(=O)n1Cc1ccccc1 | 0.9 | -0.48
CC(c1ccccc1)c1nnc(NC(=O)Nc2ccccc2)s1 (stereo not given) | -0.2 | 0.71
Cc1cc(C)n(-c2ccc(F)cc2CN2CCN(C3CCCC3)C(CCO)C2)n1 (stereo not given) | -1.6 | 0.44
COc1ccc(-c2cc3ccccc3n2CC(O)CN2CCOCC2)cc1 (stereo not given) | -1.7 | -3.2
Cc1nn(-c2ccccc2)nc1CNC(=O)C1CC1 | -1.1 | -0.77
CCN(CC)CCN1C(=O)Cn2c(C)c(C)c3cccc1c32 | 1.6&-0.4 | -0.26&0.1
CC(Oc1ccc2c3c(c(=O)oc2c1)CCCC3)C(=O)NCc1ccncc1 (stereo not given) | -1.0 | 0.05
CCOc1ccc(-n2c(C)cc(/C=N/Nc3nc(C)cc(=O)[nH]3)c2C)cc1 | -0.8 | -1.9
CC(C#N)(Nc1ccc(Cl)cc1)c1cccnc1 (stereo not given) | -1.1 | -0.65
O=C(CSc1nnc(-c2cccnc2)n1Cc1ccco1)c1ccc(Cl)c(Cl)c1 | 1.1 | -0.81
CCOC(=O)c1cn[nH]c1NC(=S)Nc1ccccc1 | -1.2 | -0.51
COc1cccc2sc(Nc3nc(-c4cc5ccccc5oc4=O)cs3)nc12 | -2.2 | 0.93
O=C(Nc1nncs1)c1cccc(S(=O)(=O)N2CCCCC2)c1 | 0.8 | -0.66
COC(=O)c1c(NC(=O)c2nn(C)cc2Cl)sc2c1CCCC2 | -0.7 | 2.4
Cc1cc(C)n(-c2ccc(NC(=O)C3CCCCN3C(=O)c3occc3C)cc2)n1 (stereo not given) | -1.2 | 0.12
COc1ccc(-n2c(C)ccc2-c2ccccc2)cn1 | 1.2 | -1.3
CCC(=O)N=c1sc2c(C)cc(C)cc2n1CC(=O)OC | -0.5 | 0.01
CCCCOc1ccc(C2C(=O)N(C3CCCCC3)CC(=O)N2CC2CCCO2)cc1 (stereo not given) | -1.0 | 0.62
O=C(COc1cccc(-n2cnnn2)c1)NCCC1=CCCCC1 | -1.5 | -2.2
CCN(CC)CC(=O)Nc1ccccc1SCC(=O)Nc1ccsc1C(=O)OC | -2.1 | -3.1
CCCn1c(SCC(=O)N2CCN(S(=O)(=O)c3ccc(Cl)cc3)CC2)n[nH]c1=O | -0.3 | 0.74
COC(=O)C(CCSC)NC(=O)CNS(=O)(=O)c1ccc(F)cc1 (stereo not given) | -0.7 | -0.64
Cc1ccc(NC(=O)C(C)[n+]2ccccc2)cc1[N+](=O)[O-] (stereo not given) | -3.4 | -1.5
Cc1cc(/C=N/n2c(COc3ccccc3)nc3ccccc3c2=O)c(O)c([N+](=O)[O-])c1 | -0.2 | 1.2
CN1CCN(CCCOc2ccc(-c3ccccc3)cc2)CC1 | -0.7 | -2.2
CN1CCN(C(=O)c2ccc3ccccc3c2)CC1 | -1.4 | 0.03
Cc1ccc(Cn2c(=O)sc3ccccc3c2=O)cc1 | -0.3 | 0
COc1ccc(S(=O)(=O)N2CN3CCN(C3)C2)cc1OC | 1.8 | -0.5
COc1ccc(N(C(=O)CNC(=O)c2cccs2)C(C(=O)NCC2CCCO2)c2ccccc2)cc1OC (stereo not given) | 3.9 | -1.1
Cc1nc2ccc(NS(=O)(=O)c3c(F)cccc3F)cc2s1 | -0.5 | .
COc1cc2nc(CCc3ccccc3)oc(=O)c2cc1OC | -1.8 | 1.1
COC(=O)c1ccccc1NC(=O)CN1CCN(C(=O)c2ccco2)CC1 | -0.5 | -1.3
CC(NC(=O)c1ccc2ccccc2n1)c1ccccc1 (stereo not given) | -0.3 | -0.48
CCn1c(SCC(=O)N2CCOCC2)nc2c(c1=O)SC(C)C2 (stereo not given) | -1.3 | -0.32
Cc1onc(-c2c(Cl)cccc2Cl)c1C(=O)NC1CCCCC1 | 1.0 | -1.9
CCOc1cc(C2NC(=O)NC(C)=C2C(=O)OCC2CCCCC2)ccc1O (stereo not given) | -1.3 | -0.9
Cc1cc(C)n2nc(C(=O)OCC(=O)NCc3ccccc3)nc2n1 | -1.2 | .
O=C1COc2ccc(S(=O)(=O)Nc3cccc(Cl)c3)cc2N1 | -1.8 | -2.9

Some of these compounds in order of their number in Kir21 inh, lowest first.
SMILES | STK33 inh | Kir21 inh
Cc1ccc(NC(=O)C(C)[n+]2ccccc2)cc1[N+](=O)[O-] (stereo not given) | -3.4 | -1.5
O=C(Nc1nncs1)c1cccc(S(=O)(=O)N2CCCCC2)c1 | 0.8 | -0.66
Cc1cc(C)n(-c2ccc(NC(=O)C3CCCCN3C(=O)c3occc3C)cc2)n1 (stereo not given) | -1.2 | 0.12
CCCCOc1ccc(C2C(=O)N(C3CCCCC3)CC(=O)N2CC2CCCO2)cc1 (stereo not given) | -1.0 | 0.62

Going on with the list.
SMILES | STK33 inh | Kir21 inh
Cc1cc(-c2nn(C)c(=O)c3ccccc23)cc(C)c1O | 0.6 | -0.14
CCCSc1nc2c(c(=O)n(C)c(=O)n2C)n1C | -0.5 | 2
COc1ccc(OC)c(C(C)NC(=O)Nc2cccc(C(C)=O)c2)c1 (stereo not given) | 5.6 | 1.2
CC(=O)Nc1ccc(S(=O)(=O)NCCSCc2ccccc2Cl)cc1 | 0.8 | -2.9
COc1ccc(CC(=O)c2ccc(O)cc2O)cc1 | -0.4 | -0.58
COc1ccccc1CNC(=O)COc1ccc(S(=O)(=O)N2CCOCC2)cc1C | -1.1 | -0.59
Cc1cc(-c2n[nH]c(=S)n2/N=C/c2sccc2C)n[nH]1 | 1.2 | 0.03
Cc1ccc(SC(C)C(=O)N2CCC(C(N)=O)CC2)cc1 (stereo not given) | -0.4 | 2
Nc1cc(S(=O)(=O)N2CCCCC2)ccc1Oc1ccccc1 | 0.9 | 0.64
COc1ccc(-c2csc(Nc3ccccc3)n2)cc1 | -0.4 | 1.8
CCOC(=O)c1ccc(N2CCOCC2)c(NC(=O)c2c(-c3ccccc3)noc2C)c1 | -0.8 | -0.55
COc1ccc(Nc2cc(C)nc3nc(C)nn23)c(OC)c1 | 0.8 | 0
O=C(/C=N/O)NCc1cccnc1 | 1.3 | -0.33
Cc1nc2nc(SCC(=O)N3CCOCC3)nn2c(C)c1Cc1ccccc1 | -0.9 | 0.09
Cc1cc(C(=O)NCCCC(=O)O)c(C)o1 | -1.9 | -0.27
Cc1cccc(NC(=S)NC(=O)c2cc(-c3ccccc3)nc3ccccc23)c1 | -0.9 | 0.96
O=C(/C=C/c1ccccc1Cl)c1ccccc(=O)c1O | 0.8 | -0.96
C[C@@]12C(=O)Nc3cc(F)ccc3C(=O)N1[C@H]1c3ccccc3OC[C@@H]1[C@@H]2c1ccccc1 | 0.5 | .
COc1ccc2cc3cc(C(=O)Nc4ccc5c(c4)OCO5)oc3nc2c1 | 0.0 | -1.6
CN(Cc1ccccc1)c1nc2c(c(=O)[nH]c(=O)n2C)n1Cc1ccccc1 | -0.4 | 1.9
O=[N+]([O-])c1cc([N+](=O)[O-])c(Oc2ccccc2F)cc1NN1CCCCC1 | -0.5 | 0.34
CN(Cc1ccco1)c1ncnc2ccc(-c3ccoc3)cc12 | 8.0 | .
CC1CCN(C(=O)Cn2nnc(-c3ccc(C(C)C)cc3)n2)CC1 | -3.6 | 0.73
O=C(Cn1c(=O)n(Cc2ccco2)c(=O)c2c3c(sc21)CCCCC3)Nc1ccccc1 | 7.2 | -1.4
O=C(O)c1ccnc(SCC(=O)c2ccccc2)c1 | -0.6 | 0.08
O=C(CCl)Nc1ccc(N2CCCCCC2)cc1 | -1.9 | -0.06
O=C(O)CCCC(=O)N1CCN(C(c2ccccc2)c2ccccc2)CC1 | . | -0.29
Cc1ccc(NC(=O)N2CCN(C/C=C/c3ccccc3)CC2)cc1 | 0.6 | -0.19
Cc1cc(C(=O)NNc2c(Cl)cccc2Cl)n(C(C)(C)C)n1 | 0.5 | -1.6
O=S(=O)(Cc1ccccc1Cl)NCc1ccccc1 | 0.1 | 0.1
O=C(COc1cccnc1[N+](=O)[O-])Nc1ccc(F)cc1 | -1.3 | .

Entries of single compounds from above. Order of values: STK33 inh | Kir21 inh
`COC(=O)CNC(=O)CN(c1ccc(OC)cc1OC)S(=O)(=O)c1ccccc1` reads -1.2 | .
`CCc1ccc(/C=N/NC(=O)c2ccc(OC3CCCC3)cc2)s1` reads -1.1 | 0.18
`CC(C)C1CC(O)(C2(O)CCCCC2)ON1` (stereo not given) reads -0.4 | -1.4

Assay outcomes from PubChem BioAssay.
